PI4K2A inh: qHTS for small molecular inhibitors of PI4K2A. purified PI4K2A, ADP-Glo luminescence, 1 h; hits give low values. activity change, negative = inhibition, % at 76.9 µM. 420,000 compounds, 0.13% hits; in the data active means activity change below about -50%; inconclusive means mostly about -30% to -49%;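 further: -100% = wells without enzyme as full effect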
Target sequence (Q9BTU6 whole entry, looked up): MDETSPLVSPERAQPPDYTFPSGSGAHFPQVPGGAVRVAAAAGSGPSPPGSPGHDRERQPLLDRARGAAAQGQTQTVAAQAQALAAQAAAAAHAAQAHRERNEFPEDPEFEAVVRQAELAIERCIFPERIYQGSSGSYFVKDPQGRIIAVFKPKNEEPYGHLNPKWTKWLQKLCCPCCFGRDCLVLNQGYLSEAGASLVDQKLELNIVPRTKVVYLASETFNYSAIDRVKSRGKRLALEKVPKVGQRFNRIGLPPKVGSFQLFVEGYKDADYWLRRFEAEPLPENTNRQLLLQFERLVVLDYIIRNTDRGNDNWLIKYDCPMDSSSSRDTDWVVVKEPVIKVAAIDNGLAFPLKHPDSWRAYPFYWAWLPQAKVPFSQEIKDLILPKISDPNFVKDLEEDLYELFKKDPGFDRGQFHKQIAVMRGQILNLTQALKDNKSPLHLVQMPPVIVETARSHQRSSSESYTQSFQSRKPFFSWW
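PI4K2A activity was measured by ADP-Glo luminescence: enzyme (4 ug/mL stock) and phosphatidylinositol (1.2 mM stock) in Tris pH 7.5/MgCl2/EGTA/Triton X-100 buffer were reacted with ATP (300 microM stock) for one hour at ambient temperature.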
GLS inh: qHTS for Inhibitors of Glutaminase (GLS); Glutaminase kidney isoform, mitochondrial (Homo sapiens), O94925; GLS enzymatic activity, qHTS titration; Potency, µM (doses to about 45.5 µM), without a hit: at the top dose activity change, negative = inhibition, most hits filed as inhibitors; 410,000 compounds, 0.21% hits; AID 624170, 2012; further: potency means the concentration at half of the fitted maximal effect
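Read-out is an Amplex red fluorescence increase coupled through glutamate oxidase and HRP, measured before and after 30 min room-temperature incubation. hKGA is in 45 mM KH2PO4 (pH 8.2) with 0.02% Tween-20; glutamine added as 1mM solution.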
ALOX12 inh: Primary qHTS assay for inhibitors of human arachidonate 12S-lipoxygenase (ALOX12): Round 2; Polyunsaturated fatty acid lipoxygenase ALOX12 (Homo sapiens), P18054; purified 12hLO, xylenol orange hydroperoxide absorbance; Potency, µM (top dose mostly 108 µM), without a hit: at the top dose activity change, negative = inhibition, actives largely listed as inhibitors; 580,000 compounds, 1.1% hits; AID 1671190, 2021; further: potency means the concentration at half of the fitted maximal effect
Target sequence (P18054 whole entry, looked up): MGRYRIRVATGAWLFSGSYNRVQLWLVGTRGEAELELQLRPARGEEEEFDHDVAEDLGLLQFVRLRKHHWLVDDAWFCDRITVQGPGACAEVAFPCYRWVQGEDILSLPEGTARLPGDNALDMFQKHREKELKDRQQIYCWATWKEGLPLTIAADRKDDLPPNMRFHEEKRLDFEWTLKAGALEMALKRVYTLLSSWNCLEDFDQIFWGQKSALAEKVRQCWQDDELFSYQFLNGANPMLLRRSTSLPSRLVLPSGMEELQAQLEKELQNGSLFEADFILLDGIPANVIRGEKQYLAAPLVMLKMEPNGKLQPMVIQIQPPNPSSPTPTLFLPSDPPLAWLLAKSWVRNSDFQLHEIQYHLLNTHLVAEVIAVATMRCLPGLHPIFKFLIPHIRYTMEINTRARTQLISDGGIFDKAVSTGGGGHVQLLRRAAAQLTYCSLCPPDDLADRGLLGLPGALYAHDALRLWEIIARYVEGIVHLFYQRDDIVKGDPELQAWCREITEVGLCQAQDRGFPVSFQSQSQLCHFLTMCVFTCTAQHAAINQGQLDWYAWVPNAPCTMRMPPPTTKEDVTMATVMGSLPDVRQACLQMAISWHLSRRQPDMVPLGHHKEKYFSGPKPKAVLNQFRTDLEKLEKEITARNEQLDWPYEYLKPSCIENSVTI
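Purified human 12hLO at 150 nM in 25 mM Hepes, 0.01% Triton X-100, pH 7.0, preincubated 15 min at room temperature with compound. Reaction started with 40 uM arachidonic acid, 30 min at room temperature. Hydroperoxide measured by Fe-xylenol orange, 573/405 nm absorbance ratio.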
* = called active by the depositor; ? = inconclusive; [ ] = remark or other dose. Unless noted, the call rests on the fitted dose curve; in most records, active means well fitted inhibition curve with a large enough effect; inconclusive means small, poorly fitted or top-dose-only effect, or another doubt; inactive means no such curve, though single readings can be large or run the other way. Unless noted, on the % scale 0 is the no-effect control and ±100 the full control effect.

SMILES	PI4K2A inh	GLS inh	ALOX12 inh
COC(=O)c1c(-c2ccc(N(C)C)cc2)oc2c1C(OC)CCC2 (centres undefined)	3	21%	?
CC(C)(C)C(=O)N1CCN(c2ccc3c(c2)C2CC3CCN2C(=O)OCc2ccccc2)CC1 (centres undefined)	-4	11%	?
COc1cccc(-c2cnc(C(O)c3ccc(F)c(F)c3)[nH]2)c1 (centres undefined)	1	-15%	-2%
CC(O)(c1ccccc1)c1nc(-c2ccc(Cl)cc2)cs1 (centres undefined)	-2	-2%	?
COc1ccc(CC(=O)Nc2ccccc2C(F)(F)F)cc1S(=O)(=O)N1CCOCC1	5	-9%	-9%
Cc1ccc(NC(=O)C2(C)CCN2C2Cc3ccccc3C2)cc1 (centres undefined)	-7	-3%	5%
CC1(C(=O)NCCc2c[nH]c3ccccc23)CCN1Cc1csc2ccccc12 (centres undefined)	4	1%	-5%
Clc1ccccc1NN(Cc1ccccn1)c1ccccc1Cl	6	12%	?
CN(CCO)c1ccc2c(c1)OC[C@H](Cc1ccccc1)NS2(=O)=O	2	4%	-4%
COc1ccc(CNC(=O)c2ccc(Cl)c(S(=O)(=O)N3CCCCCC3)c2)cc1	0	0%	1%

Given bar-delimited: 2 of the compounds above
SMILES | PI4K2A inh | GLS inh | ALOX12 inh
COc1ccc(CNC(=O)c2ccc(Cl)c(S(=O)(=O)N3CCCCCC3)c2)cc1 | 0 | 0% | 1%
Cc1ccc(NC(=O)C2(C)CCN2C2Cc3ccccc3C2)cc1 (centres undefined) | -7 | -3% | 5%

The listing continues.
SMILES	PI4K2A inh	GLS inh	ALOX12 inh
COc1cc(C(=O)NCCC(=O)NCc2cccs2)cc(OC)c1OC	9	-12%	-7%
CC1(C(=O)Nc2cccc(C#N)c2)CCN1C(=O)CCc1ccccc1 (centres undefined)	1	-2%	-22%
COc1ccc(-c2oc3c(c2C#CC2(O)CCCCC2)C(OC(C)=O)CCC3)cc1 (centres undefined)	10	-10%	?
CCC(=O)N1CCC1(C)C(=O)Nc1cc(OC)ccc1OC (centres undefined)	0	-1%	?
Cc1ccc(C(O)c2ncc(-c3cccc(C(F)(F)F)c3)[nH]2)cc1 (centres undefined)	1	-6%	-8%
COc1ccc(CN2CCC[C@]3(N[C@H](c4ccccc4)[C@@H]4C(=O)N(C)C(=O)[C@@H]43)C2=O)cc1	1	-4%	?
COc1ccccc1Cc1c(-c2ccc(F)cc2)nc2ccc(Cl)cn12	-5	-11%	?
CC(C)=CCCC(C)=CCN1C(=O)CN(C)C1=O	-2	1%	2%
COC(=O)c1c(N)[nH]c(C(=O)c2ccccc2)c1-c1ccc(Br)cc1	2	0%	-7%
OCC[C@@H]1C[C@H](O)[C@@H](O)[C@]2(OCc3ccc(CO)cc32)O1	1	-3%	-10%

Individual results from the list.
`COc1ccc(CN2CCC[C@]3(N[C@H](c4ccccc4)[C@@H]4C(=O)N(C)C(=O)[C@@H]43)C2=O)cc1` @ GLS inh: -4%
`CC1(C(=O)Nc2cccc(C#N)c2)CCN1C(=O)CCc1ccccc1` (centres undefined) @ ALOX12 inh: -22%
`COc1ccc(-c2oc3c(c2C#CC2(O)CCCCC2)C(OC(C)=O)CCC3)cc1` (centres undefined) @ GLS inh: -10%

Next entries:
SMILES	PI4K2A inh	GLS inh	ALOX12 inh
CC1(Cc2ccc(F)cc2)C(=O)Nc2c(Cl)cccc21 (centres undefined)	-2	-1%	-10%
CCCCn1nnnc1C1(C)CCC(=O)N1CC1CCCCC1 (centres undefined)	-2	1%	?
COc1ccccc1-c1cc(NC(C)=O)c2ncc(-c3cccc(C(F)(F)F)c3)n2c1	4	-12%	?
COc1ccc(S(=O)(=O)N2CCCCC2)cc1NC(=O)C1CC1(Cl)Cl (centres undefined)	6	-9%	-7%
O=C(Nc1nnc([C@@H]2C[C@H](O)[C@@H](CO)O2)s1)c1cccc(Oc2ccccc2)c1	-1	16%	-1%
CCNC(=O)C1(C)CCCN(C(=O)c2sccc2C)C1 (centres undefined)	1	-1%	-5%
CC(=O)Nc1sc(C)c(C)c1C(=O)OCC(=O)Nc1ccccc1C(F)(F)F	-3	2%	1%
CC(C)(C)c1ccc(CC(=O)N2CCC2(C)C(=O)NS(=O)(=O)Cc2ccccc2)cc1 (centres undefined)	-1	-10%	-53%
CC(=O)N1CCN(Cc2cc(=O)oc3cc(C)c(C)cc23)CC1	0	-7%	18%
Cc1ccc(S(=O)(=O)N(CCc2ccccc2)c2ccc3c(c2)C2CC3CCN2C(=O)OCc2ccccc2)cc1 (centres undefined)	0	-5%	-6%
C[C@@H]1CN([C@@H](C)CO)C(=O)CCCn2nncc2CO[C@H]1CN(C)C(=O)Nc1ccc(-c2cccs2)cc1	2	-4%	?
O=C(NCCN1CCC(n2c(=O)[nH]c3ccccc32)CC1)c1ccc(F)cc1	5	-11%	35µM*
COc1cc(C(=O)N(C)C2CCCCC2)cc(OC)c1OC	-3	0%	2%
CC1CC(C)(C)C2=NCCN21 (centres undefined)	1	-4%	-20%
CN(Cc1ccccc1)c1nccn2ccnc12	-5	23%	3%
O=C1NC[C@@H](CCCCN2C[C@H](Cc3ccc(O)cc3)N(Cc3ccccc3)C(=O)C2=O)N(CCc2ccc(O)cc2)C1=O	-1	-5%	?
CN(Cc1ccc(Cl)c(Cl)c1)C(=O)c1[nH]c(C(F)(F)F)nc1-c1ccccc1	-13	10%	?
c1cnn2c(-c3ccc4c(c3)CCO4)cnc2c1	-7	-1%	-11%
Cc1ccc(S(=O)(=O)N2C[C@H]3C(=O)C[C@@H]4C(=O)N(c5ccccc5)C(=O)[C@@H]4[C@@H]3C[C@H]2c2cccs2)cc1	2	-23%	-36%
CC1CN(C(=O)c2cccc(NS(=O)(=O)c3ccc(Br)cc3)c2)CC(C)O1 (centres undefined)	1	-3%	-24%
O=C(OCn1nnc2ccccc2c1=O)c1ccc(F)c(S(=O)(=O)N2CCOCC2)c1	0	-4%	-1%
COc1ccc(CNC(=O)CCNC(=O)N2CC(=O)Nc3ccccc32)cc1	-1	-5%	8%
COc1ccccc1N1CCN(C(=O)CCCn2c(=S)[nH]c3ccccc3c2=O)CC1	-3	-5%	-10%
O=C(Nc1ccccc1SC(=O)c1ccccc1)c1ccccc1	1	0%	5.6µM*
COc1ccc(NC(=O)Nc2ccc3nc([C@@H]4O[C@H](CO)[C@@H](O)[C@H](O)[C@H]4O)[nH]c3c2)cc1OC1CCCC1	-7	19%	17%
Cc1cccc(C)c1N1C(=O)CC(Sc2ccccc2N)C1=O (centres undefined)	-4	-1%	3%
CCOc1ccc(Cl)cc1-c1cc(C(=O)Nc2ccc(F)cc2)[nH]n1	-2	1%	-4%
COc1cccc(NC(=O)CCC2CCN(C(=O)C(OC)c3ccccc3)CC2)c1 (centres undefined)	-5	1%	3%
C=CCNc1ncnc2c1ncn2[C@H]1CN(CCOC)C[C@@H](CO)O1	2	-8%	-13%
NC(Cc1ccc(F)cc1)c1csc(Nc2ccc(C(=O)c3ccccc3)cc2)n1 (centres undefined)	6	11%	?
COc1ccc(NC(=O)c2cc(C3CCCCN3C(=O)OCC(C)C)on2)c(C)c1 (centres undefined)	-3	1%	10%
CN(C)c1ccc(-c2ccnc3c2CC(C)(C(=O)Nc2ccc(Cl)cc2)O3)cc1 (centres undefined)	0	57%[activator]	-3%
CC(C)C[C@@H](CN1CCC[C@H]1CN1C(=O)C(=O)NC[C@@H]1Cc1ccc(O)cc1)N1C[C@H](Cc2ccccc2)N(CC2CCCCCC2)C(=O)C1=O	9	23%	?
CC1(C(=O)NS(=O)(=O)c2ccccc2C(F)(F)F)CCN1C(=O)CCc1cccs1 (centres undefined)	-1	-4%	?
CCOc1ccc(C(=O)COC(=O)Cn2[nH]c(=O)c3ccccc3c2=O)cc1	1	-2%	4%
Cc1cccc(NC(=O)c2ncn3c2C(=O)NC[C@@H]3C)c1	-6	7%	?
COC(=O)c1ccc2cc(OC)c(OC)cc2c1	-2	3%	24%
Cc1ccc(C(NC(=O)C2CCN(Cc3ccc(Oc4ccccc4)cc3)CC2)c2ccccn2)cc1 (centres undefined)	0	1%	?
Cc1nc2c(OCc3cccc(Cl)c3)cccn2c1N(C)Cc1cccs1	-2	11%	-21%
CC(=NC1CCCCC1)c1ccc(O)cc1O	-1	1%	9%
Cn1cc(-c2cnc3c(NC=O)cc(-c4cccc(C(F)(F)F)c4)cn23)cn1	-2	-12%	?
COc1cccc(-c2cc(NC(C)=O)c3ncc(-c4ccc(OC)c(OC)c4)n3c2)c1	-4	6%	-25%
CCc1nc2c(OCc3cccc(Cl)c3)cccn2c1N(C)C(=O)CC(C)C	-10	-2%	-6%
Cc1ccc(C)c(C(=O)OCC(=O)NC(=O)NCc2ccccc2)c1	1	-10%	-8%
C[C@@H]1Cn2cnc(C(=O)N[C@@H](C)c3ccccc3)c2C(=O)N1	-6	3%	8%
O=C(Nc1cccc(C(=O)O)c1)/C(=C\c1ccc2c(c1)OCO2)NC(=O)c1ccccc1Br	-4	9%	-21%
Cc1ccc(C(=O)NCCN2CCC(n3c(=O)[nH]c4ccccc43)CC2)cc1C	-1	-7%	?
Cc1ccc(C)c(NC(=O)CN(C)C(=O)c2ccccn2)c1	8	0%	4%
CCOC(=O)N1CCC2(CC1)NC(=O)c1ccccc1N2	4	7%	2%
CC1(C(=O)Nc2cccc3cccnc23)CCN1Cc1ccccc1OC(F)F (centres undefined)	-2	1%	9%

Exported in markdown: entries from further up.
| smiles | PI4K2A inh | GLS inh | ALOX12 inh |
| --- | --- | --- | --- |
| Cn1cc(-c2cnc3c(NC=O)cc(-c4cccc(C(F)(F)F)c4)cn23)cn1 | -2 | -12% | ? |
| Cc1ccc(C)c(C(=O)OCC(=O)NC(=O)NCc2ccccc2)c1 | 1 | -10% | -8% |
| O=C(Nc1cccc(C(=O)O)c1)/C(=C\c1ccc2c(c1)OCO2)NC(=O)c1ccccc1Br | -4 | 9% | -21% |
| CCc1nc2c(OCc3cccc(Cl)c3)cccn2c1N(C)C(=O)CC(C)C | -10 | -2% | -6% |
| Cc1ccc(C(=O)NCCN2CCC(n3c(=O)[nH]c4ccccc43)CC2)cc1C | -1 | -7% | ? |

Carrying on:
SMILES	PI4K2A inh	GLS inh	ALOX12 inh
CCC(=O)N1CCCC1(C)C(=O)Nc1ccc2nc(C)ccc2c1 (centres undefined)	3	-5%	-7%
CCC(C)C(=O)C(=O)N1CCC(n2nccc2NC(=O)CCOc2ccccc2)CC1 (centres undefined)	-4	-6%	5%
CC(=O)c1cccc(OCc2cc(C(=O)N(C)Cc3nccs3)no2)c1	-2	0%	9%
C[C@@H]1CN([C@H](C)CO)C(=O)CCCn2nncc2CO[C@H]1CN(C)C(=O)c1ccccc1	-4	2%	0%
C[C@H](CO)N1C[C@H](C)[C@@H](CN(C)C(=O)c2ccccc2)OCc2cnnn2CCCC1=O	-3	0%	-2%
Cc1[nH]c(=O)[nH]c(=O)c1NC(=O)c1ccccc1[N+](=O)[O-]	13	-7%	12%
CCN(CC(=O)Nc1c(F)cccc1F)C(=O)CCCN1C(=O)c2cccc3cccc(c23)C1=O	-1	5%	2%
CCCC(C)(C)C(=O)N1CCC1(C)C(=O)Nc1cccc(OC)c1 (centres undefined)	0	-13%	-9%
CSc1ccc(/C=C/C(=O)OCC(=O)NC2CCCCCC2)cc1	-7	2%	-7%
CC1(C(=O)Nc2ccc(Cl)cc2)Cc2c(-c3ccc4c(c3)OCO4)ccnc2O1 (centres undefined)	-1	3%	-4%
O=C(NN=Cc1c[nH]c2ccccc12)NN=Cc1c[nH]c2ccccc12	1	11%	-25%
COc1ccc(NC(=O)N(C)C[C@@H]2OCc3cnnn3CCCC(=O)N([C@H](C)CO)C[C@@H]2C)cc1	-11	-5%	1%
CCCCNC(=O)C(=O)Nc1ccc2c(c1)N(S(=O)(=O)c1cccs1)CCC2	-5	-3%	7%
CC(C)(C)n1nnnc1C(c1ccccc1)N1CCN(c2ccccc2)CC1 (centres undefined)	5	2%	13%
CC(=O)c1cccc(NC(=O)c2cccc3c(-c4cccnc4)coc23)c1	-3	-15%	0%
Cc1ccccc1C1N=C2Oc3ccccc3C=C2C(=O)N1 (centres undefined)	0	11%	?
CC(C)NC(=O)N1Cc2cc(C(=O)NC3CCCCC3)nc(-c3cccc(-c4cccnc4)c3)c2[C@@H]1CCO	-4	-24%	-13%
C[C@H]1CN([C@@H](C)CO)C(=O)c2cc(Br)cnc2O[C@H]1CN(C)Cc1ccccc1C(=O)O	-2	1%	-10%
C[C@H](CO)N1C[C@H](C)[C@H](CN(C)C(=O)NC2CCCCC2)Oc2ncc(Br)cc2C1=O	-3	-3%	4%
C[N+](C)(C)CCN1C(=O)c2ccccc2C1=O	1	-13%	?
COc1ccc(-c2oc3c4c2C(=O)OCCOC4CCC3)cc1 (centres undefined)	-3	-2%	?

Source: PubChem (National Center for Advancing Translational Sciences (NCATS))

This is a subset. The share of hits here may be higher or lower than overall.
